Screening data deposited in PubChem BioAssay by National Center for Advancing Translational Sciences (NCATS).
DT40 TDP1 no CPT: qHTS for Inhibitors of human tyrosyl-DNA phosphodiesterase 1 (TDP1): qHTS in cells in absence of CPT | DT40 Tdp1-/- hTDP1 cells, no CPT, ATP luminescence, 48 h | Potency, µM (highest dose often 46.2 µM), without a hit: at the highest dose activity change, negative = growth inhibition, usual class: inhibitors | actives 15% (n = 420,000); note: nearly all actives have a fitted effect of over 55% in size
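Camptothecin absent (DMSO only). Human TDP1-complemented DT40 knockout cells, 400 cells/well, 37 °C for minimum 48 hr; ATP measured via CellTiter-Glo, 30 min dark incubation, luminescence.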
DT40 TDP1 CPT: qHTS for Inhibitors of human tyrosyl-DNA phosphodiesterase 1 (TDP1): qHTS in cells in presence of CPT. chicken DT40 Tdp1-/-;hTDP1 cells + 20 nM CPT, ATP luminescence, 48 h. Potency, µM (top dose mostly 46.2 µM), for inactives: top-dose activity change, negative = growth inhibition, usual class: inhibitors. actives 12% (n = 420,000). AID 686979, 2013; note: nearly all actives have a fitted effect of over 55% in size
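Chicken DT40 Tdp1-/- cells stably complemented with human TDP1 were seeded at 400 cells/well in medium containing 20 nM camptothecin, exposed to pin-transferred compounds, and grown at 37 °C for at least 48 hr. Viability was read as ATP luminescence.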
KAT2A inh: qHTS Assay for Inhibitors of GCN5L2 | GCN5L2 HAT assay, ThioGlo1 CoA-SH fluorescence | Histone acetyltransferase KAT2A (Homo sapiens), Q92830 | actives 0.21% (n = 390,000) | Potency, µM (highest dose often 58.9 µM), without a hit: at the top dose activity change, negative = inhibition, actives largely listed as inhibitors
Target sequence (Q92830 whole entry, looked up): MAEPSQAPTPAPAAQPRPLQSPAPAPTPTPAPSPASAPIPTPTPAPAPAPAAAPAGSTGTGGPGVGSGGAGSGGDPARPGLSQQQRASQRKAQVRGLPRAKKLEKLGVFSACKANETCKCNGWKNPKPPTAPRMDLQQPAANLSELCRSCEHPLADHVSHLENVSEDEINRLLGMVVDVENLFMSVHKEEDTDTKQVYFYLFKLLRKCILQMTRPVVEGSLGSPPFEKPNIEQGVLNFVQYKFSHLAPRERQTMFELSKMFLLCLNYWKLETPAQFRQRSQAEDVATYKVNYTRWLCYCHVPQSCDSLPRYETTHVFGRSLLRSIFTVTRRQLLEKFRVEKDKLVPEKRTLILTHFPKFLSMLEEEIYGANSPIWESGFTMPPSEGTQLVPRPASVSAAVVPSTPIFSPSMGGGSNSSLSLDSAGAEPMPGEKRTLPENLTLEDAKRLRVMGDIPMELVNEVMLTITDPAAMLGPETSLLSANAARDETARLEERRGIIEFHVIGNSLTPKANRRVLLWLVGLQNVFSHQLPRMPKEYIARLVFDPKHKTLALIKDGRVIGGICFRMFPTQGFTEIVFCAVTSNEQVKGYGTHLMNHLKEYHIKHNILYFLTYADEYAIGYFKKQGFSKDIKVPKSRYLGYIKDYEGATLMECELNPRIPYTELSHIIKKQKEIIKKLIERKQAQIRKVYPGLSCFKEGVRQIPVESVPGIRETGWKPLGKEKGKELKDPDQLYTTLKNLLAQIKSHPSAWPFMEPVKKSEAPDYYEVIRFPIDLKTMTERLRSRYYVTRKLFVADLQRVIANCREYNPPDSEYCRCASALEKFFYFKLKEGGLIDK
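GCN5L2 (20 nM) in 50mM HEPES pH 7.5, 0.1mM EDTA, 0.01% Tween-20 preincubated 15 min with compounds at room temperature. Reaction started with H3(1-25) 75uM, acetyl-CoA 70uM, ThioGlo1 50uM; CoA-thiol fluorescence (Ex340/Em540) read at 0 and 20 min.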
Active calls of the source: *; ? = inconclusive; . = no result given; [ ] = dose if it differs, or a comment. Calls come from the whole dose curve; as a rule, active = well fitted curve in the direction sought with a large enough effect; inconclusive = small, poorly fitted or top-dose-only effect, or another doubt; inactive = no such curve, though single readings can be large; an effect the other way counts as inactive or inconclusive. % is set by controls: 0 for no effect and ±100 for the full control effect; potency is the fitted concentration of half-maximal effect. The list is partial; count on the stated rates, not on these rows.

Sample of the layout, four compounds:
SMILES	DT40 TDP1 no CPT	DT40 TDP1 CPT	KAT2A inh
COCC(C)n1c(C)cc(C(=O)Cn2c(=O)oc3ccccc32)c1C (stereo unspecified)	-28%	?	3%
O=C(CSc1nnc(CNC(=O)c2c(F)cccc2F)o1)Nc1ccc2c(c1)OCCO2	-26%	-19%	-4%
CC1(C)Cc2c(sc(NC(=O)c3ccc4ncsc4c3)c2C(N)=O)C(C)(C)N1	?	?	-16%
Cc1cn([C@H]2C[C@H](O)[C@@H](CNCc3ccc(C#CCCO)cc3)O2)c(=O)[nH]c1=O	8%	-15%	.

The whole of this part (from the top)
SMILES	DT40 TDP1 no CPT	DT40 TDP1 CPT	KAT2A inh
COCC(C)n1c(C)cc(C(=O)Cn2c(=O)oc3ccccc32)c1C (stereo unspecified)	-28%	?	3%
O=C(CSc1nnc(CNC(=O)c2c(F)cccc2F)o1)Nc1ccc2c(c1)OCCO2	-26%	-19%	-4%
CC1(C)Cc2c(sc(NC(=O)c3ccc4ncsc4c3)c2C(N)=O)C(C)(C)N1	?	?	-16%
Cc1cn([C@H]2C[C@H](O)[C@@H](CNCc3ccc(C#CCCO)cc3)O2)c(=O)[nH]c1=O	8%	-15%	.
CCOc1ccc(-n2c(SCC(=O)Nc3ccc(F)cc3)nc3c([nH]c4ccccc43)c2=O)cc1	?	?	-7%
Cc1ccc(/C=N/Nc2nc(N3CCOCC3)nc(N3CCOCC3)n2)o1	?	-13%	-5%
CC(C)C(=O)NC(c1cccs1)c1cc([N+](=O)[O-])c2cccnc2c1O (stereo unspecified)	?	?	23%
CSCCC(NC(=O)c1ccccc1)C(=O)NNC(=O)c1csc(N2CCOCC2)n1 (stereo unspecified)	-2%	-6%	-4%
Nc1nc(SCCOc2ccccc2)n[nH]1	-7%	-18%	-15%
CCCC(C(=O)NC1CCCC1)N(C(=O)Cn1nnc(-c2ccc(C)o2)n1)c1cccc(O)c1 (stereo unspecified)	-12%	7%	-6%

Some values from the list.
For DT40 TDP1 no CPT, O=C(CSc1nnc(CNC(=O)c2c(F)cccc2F)o1)Nc1ccc2c(c1)OCCO2 is listed with -26%
For KAT2A inh, CC1(C)Cc2c(sc(NC(=O)c3ccc4ncsc4c3)c2C(N)=O)C(C)(C)N1 is listed with -16%
For DT40 TDP1 no CPT, Nc1nc(SCCOc2ccccc2)n[nH]1 is listed with -7%
For KAT2A inh, CCOc1ccc(-n2c(SCC(=O)Nc3ccc(F)cc3)nc3c([nH]c4ccccc43)c2=O)cc1 is listed with -7%
For KAT2A inh, CC(C)C(=O)NC(c1cccs1)c1cc([N+](=O)[O-])c2cccnc2c1O (stereo unspecified) is listed with 23%
For DT40 TDP1 no CPT, COCC(C)n1c(C)cc(C(=O)Cn2c(=O)oc3ccccc32)c1C (stereo unspecified) is listed with -28%

(next part)
SMILES	DT40 TDP1 no CPT	DT40 TDP1 CPT	KAT2A inh
S=C(NCCc1ccccn1)Nc1ccc(Cl)cc1Cl	?	-17%	-11%
O=C(COC(=O)C12CC3CC(CC(Cl)(C3)C1)C2)Nc1ccccc1	0%	-2%	-5%
O=C(CSCC(=O)N1CCCCC1)Nc1nc(-c2ccccc2)c(-c2ccccc2)s1	16µM*	18µM*	-9%
CCN(C(=O)CCc1nnc2ccc(NCc3ccco3)nn12)c1ccccc1	-4%	-23%	-3%
COC(=O)C1=NN(C(C)=O)C2(CC(=O)N(c3cc(C)cc(C)c3)C2=O)C1 (stereo unspecified)	-4%	11%	-1%
O=C1C2C3CCCC3=C3CCCC3C2C(=O)N1c1ccc(Cl)cc1 (stereo unspecified)	-1%	-1%	1%
COc1cc(COCC(O)CN2CCN(CCN3C(=O)c4cccc5cccc(c45)C3=O)CC2)cc(OC)c1OC (stereo unspecified)	12µM*	18µM*	-2%
COCCn1c(=O)c(-c2ccc(F)cc2)nc2cnc(OC)nc21	-10%	-22%	-10%
COc1ccc(-n2nc(C(=O)NCC(=O)N3CCCCC3)c3ccccc3c2=O)c(OC)c1	-4%	3%	-4%
CC(=O)NCCc1ccc(S(=O)(=O)N2CCCC2)cc1	-10%	-13%	3%
Cc1nnc(SCC(=O)N2CCN(S(=O)(=O)c3ccc(Cl)cc3)CC2)n(N)c1=O	-19%	-2%	-7%
COc1nnc(-c2ccc(C)cc2)c2ccccc12	?	0%	-7%
O=C(Cc1ccc(-c2ccccc2)cc1)NCCS(=O)(=O)N1CCN(c2ccccc2F)CC1	15µM*	10µM*	-7%
CC(C)n1nc(C(=O)Oc2ccc(Cl)cc2)c2ccccc2c1=O	-23%	-14%	-7%
COc1ccccc1CC1S/C(=N/N=C/c2ccco2)NC1=O (stereo unspecified)	6.5µM*	?	-9%
O=C(COC(=O)c1ccccn1)Nc1c(Cl)cccc1Cl	-6%	-18%	-4%
CCOC(=O)c1c(C)[nH]c(C)c1C(=O)Cn1nnc(-c2ccccc2C)n1	?	15µM*	-1%
CC(=O)N1CCN(S(=O)(=O)c2cccc(C(=O)N(Cc3ccccc3)c3ccc(C)cc3)c2)CC1	?	?	2%
CC(=O)Nc1c(-c2ccc3ccccc3c2)nc2ccccn12	-3%	-12%	-16%
CC1CCN(C(=O)c2nc[nH]c2C(=O)N2CCc3ccccc3C2)CC1	-7%	-1%	-5%
COc1ccc(N2CCN(C(=O)CSc3ncccc3-c3nc4ccccc4[nH]3)CC2)cc1	29µM*	18µM*	-3%
O=C(c1ncc[nH]1)c1cccs1	-10%	0%	-28%
c1ccc(-c2noc(-c3cccnc3)n2)cc1	1%	-6%	.
Cc1ccc(/C(O)=C2/C(=O)C(=O)N(Cc3cccnc3)C2c2ccccn2)cc1 (stereo unspecified)	-2%	-1%	-10%
CN1/C(=C\C(=O)c2cncc(Br)c2)C(C)(C)c2ccccc21	2.6µM*	3.7µM*	-5%
CCN(CC)C(=O)CCc1nnc(Cc2cccc(C(F)(F)F)c2)o1	-22%	3%	3%
O=C(CCNS(=O)(=O)c1ccc(Br)s1)N1CCCCC1	-15%	-3%	2%
CC1CCCN(C(=O)COC(=O)c2ccc(=O)n(Cc3ccccc3)n2)C1 (stereo unspecified)	7%	4%	2%
Cc1ccc(CONC(=O)c2ccc(OC(F)F)cc2)cc1	3%	-18%	-14%
Cc1noc(C)c1NC(=O)N(C)C[C@H]1Oc2ccc(NC(=O)NC(C)C)cc2C(=O)N([C@H](C)CO)C[C@@H]1C	-14%	?	1%
CC(=O)N1CCCC1c1nc2ccccc2n1Cc1ccccc1 (stereo unspecified)	-34%	0%	1%
Cc1nn(-c2ccccc2)c(C)c1C(=O)OCc1ccc(C#N)cc1	?	?	-2%
CC(=O)Nc1cccc(NC(=O)CCNC(=O)c2ccccc2)c1	-11%	18%	32%[activator]
C=CCOC(=O)Nc1c(C(=O)OC)[nH]c2ccccc12	-6%	38%[activator]	0%
CCOC(=O)C1(CCCc2ccccc2)CCN(C(=O)CCc2cnn(C)c2)CC1	?	?	0%
Cc1cc(C)n2ncc(C(=O)NC3CCCCC3)c2n1	?	-15%	-13%
Cc1cc(=O)oc2c1c(C)nn2-c1ccc(Cl)cc1	-24%	-3%	-3%
COc1ccc(C(=O)Nc2ccccc2)cc1S(=O)(=O)NCc1ccco1	-24%	1%	-2%
O=C(Nc1ccc(Cl)cc1)C(c1ccccc1)N1CCOCC1 (stereo unspecified)	-12%	1%	-11%
COC(=O)C1=C(C)OC(N)=C(C#N)C1c1cccnc1 (stereo unspecified)	?	21µM*	3%
O=C(/C=C/c1ccccc1)N(Cc1cccs1)C1CCS(=O)(=O)C1 (stereo unspecified)	-30%	0%	-9%
COC(=O)C1=C(C)Nc2sc(C(N)=O)c(N)c2C1c1ccncc1 (stereo unspecified)	?	?	-14%
COc1ccc(CNC(=O)c2cnc3sc(N4CCOCC4)nn3c2=O)cc1	-24%	-10%	-6%
CCCCN(C)CCn1c(=S)[nH]c2cc(OCC)c(OCC)cc2c1=O	-4%	-21%	-6%
CCC(=O)NC(Cc1ccccc1)c1nc2ccccc2[nH]1 (stereo unspecified)	0%	7%	-8%
CC1CN(C(=O)N2CCC(C(=O)N3CCN(c4ccccc4)CC3)CC2)c2cc(Cl)ccc2O1 (stereo unspecified)	13µM*	13µM*	-13%
CCOc1c(C=C(C#N)C#N)c2ccccc2n1CC	?	-13%	-10%
Cc1cccc(/C=N\NC(=O)c2sccc2-n2cccc2)c1	-11%	-11%	-18%
CCCCN=C(N)/C(C(=O)OCC)=C(\O)c1ccc(OC)cc1	?	-20%	-2%
O=C(Nc1ccc(F)cc1)C(c1ccncc1)N1CCN(C(=O)c2ccco2)CC1 (stereo unspecified)	-6%	8%	.
Additional results follow.
SMILES	DT40 TDP1 no CPT	DT40 TDP1 CPT	KAT2A inh
O=C(Cn1cc(COc2cccc([N+](=O)[O-])c2)nn1)c1ccc(O)cc1	-14%	-18%	.
CCCCn1nnnc1C(c1ccccc1)N1CCN(c2ccc(F)cc2)CC1 (stereo unspecified)	?	?	.
CSc1ccc(CCNS(=O)(=O)c2csc(C(N)=O)c2)cc1	-22%	?	0%
Cc1cccc(C)c1NC(=O)CSc1nc(-c2ccco2)cc(C(F)(F)F)n1	?	?	-7%
Cc1cc(C(=O)Nc2cccc3c2O[C@@H](CN(C)S(=O)(=O)c2ccccc2)[C@H](C)CN([C@@H](C)CO)C3=O)n(C)n1	-8%	-12%	-5%
COc1cc(-c2nc(-c3ccccc3)c(-c3ccc(F)cc3)[nH]2)cc2c1OCO2	?	?	-10%
COc1cc(OC)cc(C(=O)Nc2nnc(SCC(=O)NCc3ccco3)s2)c1	7%	-24%	-23%
Cc1cc2cc(CCNC(=O)CCc3ccccc3)c(=O)[nH]c2cc1C	-14%	?	-18%
CC(C)(C)C1CCc2c(sc(NC(=O)c3ccccc3F)c2C(=O)N2CCCCC2)C1 (stereo unspecified)	?	16µM*	-11%
CCCN1CCN(CCCNC(=O)Cn2c(-c3cccs3)cc3cc(Cl)ccc32)CC1	?	?	-1%
Cc1cc(C(C)(C)C)oc1C(=O)N(CC(=O)NC1CCCC1)c1cccc(C(F)(F)F)c1	?	18µM*	-2%
Cc1ccc(S(=O)(=O)N2C[C@@H]3CCCC[C@@H]3[C@@H](C)[C@H]2c2cn(Cc3ccccc3)c3ccccc23)cc1	7.3µM*	6.5µM*	-4%
COc1ccc(OC)c(C(=O)COC(=O)c2cccnc2Cl)c1	28%	0%	-3%
CCOCCCNS(=O)(=O)Cc1ccccc1	5%	-4%	-10%
COc1ccccc1CNN	5.8µM*	2.6µM*	-13%
O=C1OCCC1Sc1nnc(-c2ccc(Cl)cc2)n1Cc1ccccc1 (stereo unspecified)	-21%	-1%	1%
O=C(O)CCC(=O)Nc1ccc(C(=O)OC2CCCCC2)cc1	-14%	2%	?
Cc1ccc(NC(=O)C2=CCN(S(=O)(=O)c3ccc(F)cc3)CC2)c(C)c1	-6%	9%	-4%
COc1ccc(CCNC(=O)c2ccc(Cn3c(SCc4ccccc4)nc4cccnc43)cc2)cc1	2.9µM*	?	-9%
CC[C@H](C)[C@H](NC(N)=O)C(=O)Nc1ccc(OC)c(Cl)c1	0%	8%	-13%
Cc1cccc(-n2cc(CNCCc3nc(C)cc(C)n3)c(-c3cccc(F)c3)n2)c1	4.6µM*	12µM*	2%
CCCN(CCC)C[C@@H]1CCCCN1CCNC(=O)N1c2ccccc2C(=O)Nc2cccnc21	-5%	-8%	-11%
COc1ccccc1CNC(=O)CCNS(=O)(=O)c1ccc2[nH]c(=O)oc2c1	-2%	-22%	2%
Cc1nn(Cc2ccc(Cl)cc2Cl)c(C)c1NC(=O)CCl	13µM*	15µM*	1%
CC(C)c1ccc(CNc2nc(-c3ccco3)nn2S(=O)(=O)c2ccc(F)cc2)cc1	?	21µM*	-17%
CC(C)C[C@H]1CNC(=O)C(=O)N1C[C@@H]1CCCN1C[C@H](Cc1ccccc1)N1C[C@H](Cc2ccccc2)N(CCc2ccccc2)C(=O)C1=O	?	?	.
CCOC(=O)c1c(NC(=O)CSc2nnnn2C)sc(C(=O)N(C)C)c1C	-3%	12%	-3%
CCOC(=O)COc1cc2c3c(c(=O)oc2cc1C)CCCC3	-15%	-2%	-4%
O=C(Nc1ccc(Br)cc1)c1cccc(S(=O)(=O)Nc2ccccn2)c1	16µM*	-17%	-2%
COc1ccc(-c2nc3cnc(OCc4ccccc4)nc3n(CCC#N)c2=O)cc1	20%	16%	?
O=C(CCN1C(=O)/C(=C/c2ccccc2)SC1=S)NCCc1ccc(O)cc1	?	16µM*	-4%
COC(=O)CC1C(C)(C)C(=O)C2CC3=C4CC(=O)OC(c5ccoc5)[C@]4(C)CCC3[C@@]1(C)C2=O (stereo partly specified)	-7%	-13%	-8%
CC(C)Nc1oc(-c2cccc3ccccc23)nc1C#N	-23%	?	-12%
O=C(CSc1cccc(C(F)(F)F)c1)NCc1ccccc1	-21%	5%	-1%
